Screening data as filed in PubChem.
RXFP1 ag: qHTS Assay for Agonists of the Relaxin Receptor RXFP1; actives 0.3% (n = 370,000); Potency, µM (titrated, usually from 57.5 µM), inactives show top-dose activation, actives largely listed as activators; HEK293T-RXFP1 cAMP TR-FRET, 30 min; response scale: percent of porcine relaxin response, buffer zero; AID 2676, 2010; note: potency is the fitted concentration of half-maximal effect; % is set by controls: 0 for no effect and ±100 for the full control effect; nearly all actives have a fitted effect of over 60% in size; many of its hits are not listed in these tables
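cAMP rise read by TR-FRET after 30 min, 37C compound exposure (up to 58 uM) in RXFP1-transfected HEK293 cells with Ro 20174 present. EC50 from Hill-equation fits, with 29 nM porcine relaxin as 100% and buffer as basal.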
Vif-A3F inh: qHTS for Inhibitors of Vif-A3F Interactions: qHTS; Potency, µM (top dose mostly 46.1 µM), for inactives: at the highest dose activity, negative = active; HeLa A3F-eYFP + Vif (tagged APOBEC3F with the HIV-1 protein that degrades it), YFP fluorescence increase; actives 0.2% (n = 390,000); note: potency is the fitted concentration of half-maximal effect; % of control where 0% means no effect; nearly all actives have a fitted effect of over 65% in size
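HeLa cells stably expressing A3F-eYFP plus Vif, plated and incubated overnight at 37 deg C, then exposed to compounds overnight at 37 deg C. Blocked degradation read as raised yellow fluorescence (Ex 488/Em 500-530).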
TrxR1 substrate: qHTS Assay for Substrates of Mammalian Selenoprotein Thioredoxin Reductase 1 (TrxR1): qHTS; purified TrxR1 substrate turnover, NADPH consumption readout; Potency, µM (titrated, usually from 114 µM), inactives show top-dose activity change, negative = substrate turnover; actives 0.01% (n = 390,000); AID 588456, 2011; note: potency is the fitted concentration of half-maximal effect; % is set by controls: 0 for no effect and ±100 for the full control effect; nearly all actives have a fitted effect of over 50% in size
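Rat TrxR1, dispensed at 90 nM, was prereduced with 400 uM NADPH (final) for 5 min at ~22 deg C, then incubated with compound 15 min before 400 uM selenite. A first-read NADPH fluorescence drop versus no-compound background flagged substrates.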
IDH1 R132H inh: qHTS for Inhibitors of mutant isocitrate dehydrogenase 1 (IDH1): qHTS; Isocitrate dehydrogenase [NADP] cytoplasmic (Homo sapiens), O75874; IDH1-R132H enzyme, NADPH consumption, diaphorase/resazurin fluorescence; Potency, µM (top dose mostly 76.6 µM), without a hit: at the top dose activity change, negative = inhibition, actives largely listed as inhibitors; actives 0.093% (n = 390,000); note: potency is the fitted concentration of half-maximal effect; % is set by controls: 0 for no effect and ±100 for the full control effect; nearly all actives have a fitted effect of over 65% in size
Target sequence (O75874 whole entry R132H, stated change not applied): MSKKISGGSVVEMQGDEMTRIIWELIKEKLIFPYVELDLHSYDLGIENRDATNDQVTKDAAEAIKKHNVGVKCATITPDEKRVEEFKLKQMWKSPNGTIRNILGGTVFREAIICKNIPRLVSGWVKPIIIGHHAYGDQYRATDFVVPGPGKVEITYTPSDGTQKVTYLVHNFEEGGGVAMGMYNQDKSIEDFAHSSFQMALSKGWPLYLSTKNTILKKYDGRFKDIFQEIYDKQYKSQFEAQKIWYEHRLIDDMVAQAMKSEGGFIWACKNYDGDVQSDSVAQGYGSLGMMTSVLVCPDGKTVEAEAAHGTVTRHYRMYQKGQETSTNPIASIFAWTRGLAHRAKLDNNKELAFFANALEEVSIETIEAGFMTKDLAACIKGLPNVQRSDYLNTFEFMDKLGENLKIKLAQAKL
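IDH1-R132H (0.5 ug/mL dispensed) in pH 7.5 Tris buffer was preincubated 30 min with compound, then given a substrate mix of 0.016 mM NADPH and 2 mM alpha-KG for 80 min at room temperature; remaining NADPH was read by diaphorase/resazurin fluorescence.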
Vif-A3G inh: qHTS for Inhibitors of Vif-A3G Interactions: qHTS; HeLa A3G-eYFP + Vif (tagged APOBEC3G with the HIV-1 protein that degrades it), YFP fluorescence, overnight; Potency, µM (doses to about 46.1 µM), without a hit: at the highest dose activity, negative = active, most hits filed as inhibitors; actives 0.076% (n = 410,000); AID 602310, 2012;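 note: potency is the fitted concentration of half-maximal effect; % is set by controls: 0 for no effect and ±100 for the full control effect; nearly all actives have a fitted effect of over 60% in size; hits raise eYFP signal because A3G escapes Vif-driven loss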
Target sequence (Q9HC16 whole entry, looked up): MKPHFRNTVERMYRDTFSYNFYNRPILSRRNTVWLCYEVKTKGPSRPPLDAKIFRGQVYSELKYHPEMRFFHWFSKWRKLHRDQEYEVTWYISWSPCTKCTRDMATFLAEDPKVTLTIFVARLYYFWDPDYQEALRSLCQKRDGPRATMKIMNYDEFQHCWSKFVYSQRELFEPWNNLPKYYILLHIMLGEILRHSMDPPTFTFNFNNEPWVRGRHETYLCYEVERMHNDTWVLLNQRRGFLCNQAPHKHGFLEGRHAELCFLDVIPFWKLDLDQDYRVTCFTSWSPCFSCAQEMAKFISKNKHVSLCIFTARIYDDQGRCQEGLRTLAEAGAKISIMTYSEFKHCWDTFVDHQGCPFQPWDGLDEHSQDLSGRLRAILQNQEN
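HeLa cells stably expressing Vif and C-terminally eYFP-tagged A3G, seeded overnight at 37 deg C, then exposed to compound by pintool overnight at 37 deg C. Rise in yellow fluorescence (Ex 488/Em 500-530, Acumen) marks blocked Vif-driven A3G degradation.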
Glioma ERSR ind: qHTS for Inducers of the Endoplasmic Reticulum Stress Response (ERSR) in Human Glioma: qHTS; U87-MG GRP78 promoter luciferase reporter, 16 h; Potency, µM, inactives show top-dose activation, usual class: activators; actives 0.02% (n = 420,000); AID 602332, 2012; note: potency is the fitted concentration of half-maximal effect; series mostly up to about 76 µM; % of control where 0% means no effect; nearly all actives have a fitted effect of over 35% in size
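Stably transfected U87-MG human glioma cells carrying a GRP78-based luminescent sensor were seeded at 1000 cells/well, pin-dosed with compounds and incubated 16 h. Luciferase reagent was then added, and end-point luminescence was read after 10 min at room temperature.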
LDHA block: qHTS assay for inhibitors of human lactate dehydrogenase. L-lactate dehydrogenase A chain (Homo sapiens), P00338. purified LDHA, NADH/diaphorase-resazurin fluorescence; stronger effect = lower value. activity change, % (values are at about 110 or 230 µM). actives 0.15% (n = 480,000); in the data active = activity change below about -30%; inconclusive = mostly about -25% to -30%;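 note: plate controls were DMSO wells for no effect and wells without enzyme for full effect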
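Human LDH5 (2 nM) was incubated with 0.06 mM NADH and 0.2 mM pyruvate for 5 min at room temperature in Tris pH 7.4. Remaining NADH was coupled through diaphorase/resazurin, and resorufin fluorescence was read at 0 and 20 min.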
USP1 inh: Inhibitors of USP1/UAF1: Primary Screen | Ubiquitin carboxyl-terminal hydrolase 1 (Homo sapiens), O94782 | actives 0.23% (n = 390,000) | recombinant USP1/UAF1, Ub-Rhodamine cleavage fluorescence | AID 743255, 2014 | Potency, µM (titrated, usually from 57.1 µM), for the others: top-dose activity change, negative = inhibition, actives largely listed as inhibitors; note: potency is the fitted concentration of half-maximal effect; % is set by controls: 0 for no effect and ±100 for the full control effect; nearly all actives have a fitted effect of over 60% in size; inactives centre near -12
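High-throughput fluorogenic screen: 1nM USP1/UAF1 complex, Ub-Rho substrate 150nM final, 50mM HEPES pH 7.8 with 0.5mM EDTA, 0.1 mg/ml BSA, 1mM TCEP and 0.01% Tween-20.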
PI4K2A inh: qHTS for small molecular inhibitors of PI4K2A; purified PI4K2A, ADP-Glo luminescence, 1 h; stronger effect = lower value; actives 0.13% (n = 420,000); activity change, negative = inhibition, % at 76.9 µM; Phosphatidylinositol 4-kinase type 2-alpha (Homo sapiens), Q9BTU6; in the data active = activity change below about -50%; inconclusive = mostly about -30% to -49%;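 note: -100% = wells without enzyme as full effect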
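ADP-Glo luminescence measured ADP generated by PI4K2A enzyme (4 ug/mL before mixing) with 1.2 mM PI substrate (pre-mix) and 300 microM ATP (pre-mix). Tris pH7.5 buffer with MgCl2, Triton X-100; 1 h reaction at ambient temperature.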
Starred values were filed as active, the others as inactive; u = inconclusive; x = no result given; & = joins results of further samples; [ ] = remark or other dose. Unless noted, calls come from the whole dose curve; as a rule, active = well fitted curve in the direction sought with a large enough effect; inconclusive = small, poorly fitted or top-dose-only effect, or another doubt; inactive = no such curve, though single readings can be large; an effect the other way counts as inactive or inconclusive.

| no. | Molecule | Glioma ERSR ind | LDHA block | PI4K2A inh | TrxR1 substrate | Vif-A3G inh | IDH1 R132H inh | RXFP1 ag | Vif-A3F inh | USP1 inh |
| --- | --- | --- | --- | --- | --- | --- | --- | --- | --- | --- |
| 1 | Cn1c(SCC(=O)N2CCN(c3ccccc3)CC2)nnc1-c1c[nH]c2ccccc12 | -1% | 1 | -2 | -8% | -8% | 0% | 1.1% | 6% | -1% |
| 2 | O=C(CN1CCc2ccccc2C1)Nc1ccccc1C(=O)NC1CC1 | 4% | -15 | 1 | -5% | -1% | -6% | -1.4% | 8% | -14% |
| 3 | COC(=O)CCc1cccc(CCC(=O)OC)c1 | 2% | -5 | -2 | 9%[57.1 µM] | 1% | 2% | 0.4% | -1% | -11% |
| 4 | CCOC(=O)C1(CC2CC2)CCN(C(=O)c2cccnc2C)CC1 | 4% | 2 | 2 | 7% | -7% | 0% | -0.2% | 5% | -10% |
| 5 | CC(C)N(C(=O)[C@H]1C[C@H](CC(=O)NCC23CC4CC(CC(C4)C2)C3)C(=O)N2CCc3c([nH]c4cc(CCC(=O)N(C)C)ccc34)[C@]12C)C(C)C | -1% | -1 | -2 | -7% | -6% | -23% | x | u | -16% |
| 6 | CCOC(=O)c1cnc2ncnn2c1N | -1% | -1 | 1 | 6%[0.0914 µM] | -1% | 1% | 9.8% | 0% | -16% |
| 7 | CCCCNC(=O)CNC(=O)c1nn(-c2ccc(OC)cc2OC)c(=O)c2ccccc12 | -5% | -12 | -2 | -3% | -2% | -5% | 2.3% | 7% | -22% |
| 8 | S=c1[nH]nc(-c2ccccc2)n1/N=C/C=C/c1ccco1 | -4% | -2 | -4 | -13% | 0% | 2% | 0.7% | 4% | -15% |
| 9 | O=C(CCc1ccncc1)N1CCCC(Nc2ccc(F)c(F)c2)C1 (configuration not stated) | -4% | 4 | 1 | -6% | 1% | -5% | 1.6% | 5% | -7% |
| 10 | O=C(COC(=O)c1cncc(Br)c1)NCc1cccs1 | -5% | 1 | 0 | -3% | -2% | -6% | x | 4% | -10% |
| 11 | COc1ccc(NC(=O)c2cc(-c3ccc(F)cc3C)n[nH]2)cc1OC | 1% | 4 | 2 | x | -2% | x | x | x | x |
| 12 | CCOC(=O)Cn1cnc2scc(-c3ccc(C)c(C)c3)c2c1=O | 7% | -2 | 0 | 2% | -10% | 0% | 1.4% | -15% | -27% |
| 13 | Cc1onc(-c2c(Cl)cccc2Cl)c1C(=O)N1CCc2ccccc2C1 | -4% | -4 | 5 | -6% | -4% | 0% | 0.7% | 0% | -18% |
| 14 | CCn1cc(C(=O)O)c(=O)c2cc(OC)ccc21 | 0% | 13 | -2 | 9% | 0% | 2% | 0.2% | -10% | -13% |
| 15 | Cn1nnc2cc(C(=O)NCc3ccco3)ccc21 | 5% | 0 | -9 | 2% | 5% | 4% | 1.7% | 0% | -4% |
| 16 | COc1ccc(CC(=O)Nc2ccccc2-c2ccccc2)cc1OC | -5% | 4&12 | 2 | -6% | 0% | 7% | 3.2% | -9% | -7% |
| 17 | CCN(CC)S(=O)(=O)c1ccc(NC(=O)c2cc3ccc4cccnc4c3[nH]2)cc1 | -2% | -5 | -2 | 2% | 2% | -14% | 0.0% | -2% | 5% |
| 18 | COc1cccc(OCc2cc(C(=O)NCC3CCCCC3)no2)c1 | 14% | -1 | 2 | -3% | -7% | 0% | 2.2% | 5% | -14% |
| 19 | S=C(/N=c1/sccn1Cc1ccccc1)NC1CC1 | 3% | 1 | 0 | -4% | 2% | 0% | -3.1% | -1% | -19% |
| 20 | Nc1nc(SCC(=O)NC2CCCCC2)n[nH]1 | 4% | -5 | 3 | 5% | -1% | 0% | -0.6% | 0% | -9% |
| 21 | CCOC(=O)CN1C(=O)N[C@@H](c2cccc(F)c2)C(C(=O)OC)=C1C | -5% | 0 | 1 | -1%[57.1 µM] | 0% | 6% | x | -4% | -3% |
| 22 | CC(Sc1nnc(CN2CCCC2)n1Cc1ccccc1)C(=O)Nc1ccc(F)cc1Cl (configuration not stated) | -6% | 1 | 0 | -9%[57.1 µM] | -6% | -7% | x | -5% | -7% |
| 23 | Cc1cccc(C(=O)NNC(=O)C2CCCO2)c1 (configuration not stated) | -1% | -8 | 8 | -2%[57.1 µM] | 0% | -1% | 0.0% | 1% | -7% |
| 24 | CCCN(CCC)CC(O)CN(c1cc([N+](=O)[O-])ccc1OC)S(=O)(=O)c1ccccc1 (configuration not stated) | -2% | 7 | 4 | -9% | -2% | -1% | -4.5% | -9% | 3% |
| 25 | O=C(c1ccco1)N1CCN(S(=O)(=O)c2cccc(Cl)c2)CC1 | -3% | -6 | 2 | 2%[57.1 µM] | 1% | 2% | -0.4% | -19% | -2% |
| 26 | Nc1ncnc2nnsc12 | -3% | -3 | x | 8%[0.0914 µM] | -1% | x | x | x | x |
| 27 | COCCN1Cc2cccc(C(=O)Nc3cccc(-c4nc5ccccc5[nH]4)c3)c2C1=O | 11% | -7 | -8 | 7% | u | -6% | 0.6% | -13% | -2% |
| 28 | CCOc1ccccc1/C=C(\C#N)C(=O)Nc1cccc(C(=O)O)c1 | -4% | -7 | -3 | -2% | 4% | 3% | -0.8% | 1% | -16% |
| 29 | COc1cccc(-c2nn(-c3ccccc3)cc2C(=O)Nc2nccs2)c1 | 2% | 4 | 11 | -4% | 0% | 3% | 1.2% | -3% | -14% |
| 30 | COCN(C#N)c1nc(OC)nc(OC)n1 | -4% | -2 | -1 | -3% | -1% | 3% | 1.0% | -3% | -7% |
| 31 | Cc1nonc1NC(=O)CSc1nc2ccccc2o1 | 0% | 2 | 4 | 7% | -1% | -3% | -0.2% | -3% | -19% |
| 32 | O=C(Nc1ccc(Cl)cc1)[C@@H]1[C@@H]2C(=O)N(c3cccc(F)c3)C(=O)[C@@H]2[C@H]2C=CC=NN21 | -3% | -6 | -4 | 8%[57.1 µM] | -2% | -11% | 2.1% | -8% | -4% |
| 33 | Cc1ccc(C)c(N2N=C(C(=O)OCc3nnc(-c4cccs4)o3)CCC2=O)c1 | -2% | 2 | -6 | -8% | -1% | 5% | 0.1% | -11% | -18% |
| 34 | CN(CC(=O)Nc1cccc(F)c1)CC(=O)N(C)c1c(N)n(Cc2ccccc2)c(=O)[nH]c1=O | -2% | -14 | 0 | -1% | 1% | 5% | x | 6% | -6% |
| 35 | COCCOc1ccc(C(F)(F)F)cc1N | 0% | 2 | -1 | 2% | 0% | 0% | 0.4% | 0% | -25% |
| 36 | O=C(CCSc1ccc(Cl)cc1)NC1CCCCC1 | -1% | -9 | 6 | -10% | -1% | 9% | -7.4% | 0% | -11% |
| 37 | COc1ccc(S(=O)(=O)N2CCOCC2)cc1NC(=O)CSc1nc(C)c(C)c(C)n1 | 1% | 3 | 6 | 0% | -1% | 1% | x | 3% | -9% |
| 38 | COC(=O)c1ccc(NS(=O)(=O)c2cc(C)ccc2OC)cc1 | -2% | -2 | -4 | -2% | 6% | 2% | -0.7% | -7% | -19% |
| 39 | COc1cccc(NC(=O)c2sc3nc(C)c(C(=O)Nc4ccc(C)cc4C)c(-c4sccc4C)c3c2N)c1 | 0% | 2 | 2 | 1% | 0% | 6% | 28% | -3% | u |
| 40 | CCNc1nc(NCC)nc(N/N=C/c2ccc(O)c(O)c2)n1 | -2% | 8 | u | -6% | 2% | -4% | -5.3% | -2% | -15% |
| 41 | CCOc1ccccc1NC(=O)C(=O)NCCC1=CCCCC1 | -7% | -11 | 3 | 9%[57.1 µM] | -4% | -2% | 2.0% | -2% | -15% |
| 42 | COc1cc(/C=N/NC(=O)c2nnn(-c3nonc3N)c2-c2cccs2)ccc1O | -4% | 0 | 1 | -13% | 4% | -1% | -0.5% | 8% | -21% |
| 43 | COc1ccc(-n2cnnc2SCc2cnc(-c3ccccc3)s2)cc1 | -3% | 2 | -4 | 13% | -2% | 8% | 1.4% | -8% | -16% |
| 44 | CCCNC(=O)c1ccc(N2CCC3(CC2)CC(c2ccccc2)=NO3)c(NC(=O)c2cccc(OC)c2)c1 | -6% | -2 | -4 | 5% | -2% | -7% | 0.0% | 0% | 15% |
| 45 | CCOC(=O)Cc1ccc(NC(=O)N(C(C)C)C2CCN(C(C)=O)CC2)cc1 | -2% | 3 | -2 | -2% | 2% | 5% | -3.3% | -6% | -11% |
| 46 | COc1ccc(NC(=O)c2cccn2-c2nnc(N3CCCCC3)s2)cc1 | 1% | 2 | -4 | 6%[57.1 µM] | -4% | 12% | -2.6% | -3% | 3% |
| 47 | CC(C)Oc1ccc(C2CNC(=O)C2)cc1 (configuration not stated) | -2% | -2 | -3 | 6% | 1% | 6% | -1.1% | 4% | -17% |
| 48 | COc1cc2c(cc1OC)CN(c1ccc([N+](=O)[O-])cc1Cl)CC2 | -3% | 3 | 0 | 1% | -4% | 3% | 6.4% | -3% | -5% |

This is a subset (hit frequency here may not be typical).
